From PubChem
OXTR potentiate: human OXTR potentiation. CHO-OTR cells, Fluo-8 calcium fluorescence, potentiator mode; 0% = oxytocin EC15, 100% = EC100. activation, % at 3 µM. P30559. AID 2445. 320,000 tested, 0.061% active;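 active means activation above that plate's cutoff, the mean activation of tested compounds plus 3 SD, cut at about 6.6% in these data, passing the limit was not always enough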;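 further: 100% uses oxytocin at 75 nM as the full agonist control; some results filed as inactive read as strong as hits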
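System: human OTR in CHO cells / Also added: sub-maximal oxytocin, roughly EC15 / Control set: EC15 oxytocin low, 75 nM oxytocin high / Schedule: 6 min compound pre-incubation at room temperature, 100 s kinetic read / Compound: single-point 3.0 µM / Replication: singlicate / Technique: Fluo-8 calcium dye fluorescence / Read-out basis: % activation of max/min ratio relative to oxytocin controls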
GPR7 antagonist: human neuropeptides B/W receptor 1 antagonism. inhibition, % at 4.4 µM. AID 1861. P48145. GPR7-expressing cells, fluorescence antagonist assay. 290,000 tested, 1.1% active; in the data active means inhibition above about 16%, passing the limit was not always enough;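 further: cells stimulated with the agonist NPW; 0% = agonist with vehicle and 100% = vehicle without agonist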
Target sequence (P48145 whole entry, looked up): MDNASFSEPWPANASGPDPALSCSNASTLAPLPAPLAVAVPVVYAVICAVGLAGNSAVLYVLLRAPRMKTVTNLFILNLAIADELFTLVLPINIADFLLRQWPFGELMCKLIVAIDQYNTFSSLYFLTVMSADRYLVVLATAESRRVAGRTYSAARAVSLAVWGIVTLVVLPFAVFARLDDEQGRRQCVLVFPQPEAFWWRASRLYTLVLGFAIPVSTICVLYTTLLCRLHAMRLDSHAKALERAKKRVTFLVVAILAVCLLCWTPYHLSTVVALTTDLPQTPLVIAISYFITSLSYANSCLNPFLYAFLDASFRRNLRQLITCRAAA
V1aR counter: V1a receptor agonism, counter-screen for OXTR agonists. 320,000 tested, 0.25% active. activation, % at 3 µM. CHO-V1R cells, Fluo-8 calcium fluorescence, agonist mode; 0% DMSO, 100% 3 nM vasopressin. P37288;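 active means activation above the mean activation of all tested compounds plus 3 SD, per screening run, cut at about 20% in these data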;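 further: signal is peak over basal fluorescence ratio across a 100 second FLIPR read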
Target sequence (P37288 whole entry, looked up): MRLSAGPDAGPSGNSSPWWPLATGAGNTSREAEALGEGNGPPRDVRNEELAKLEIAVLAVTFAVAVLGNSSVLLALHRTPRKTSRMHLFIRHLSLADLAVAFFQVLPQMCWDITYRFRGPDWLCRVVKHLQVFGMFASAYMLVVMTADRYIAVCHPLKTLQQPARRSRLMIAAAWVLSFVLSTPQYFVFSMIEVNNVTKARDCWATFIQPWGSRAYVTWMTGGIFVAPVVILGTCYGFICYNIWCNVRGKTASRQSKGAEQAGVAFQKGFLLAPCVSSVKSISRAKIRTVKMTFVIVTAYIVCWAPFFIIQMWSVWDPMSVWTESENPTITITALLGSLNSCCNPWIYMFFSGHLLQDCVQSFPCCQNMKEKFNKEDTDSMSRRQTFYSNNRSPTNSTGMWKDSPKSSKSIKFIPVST
GalR3 antag: antagonists of human GalR3; O60755; HEK293 GalR3-CNG cAMP membrane potential fluorescence; galR3 body fused to GalR1 C-terminus; inhibition, % at 3 µM; 360,000 tested, 0.44% active;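 active means inhibition above the screen-wide average plus 3 SD, cut at about 13% in these data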;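 further: forskolin and galanin both at EC90 stimulate the cells; cAMP rise reported by CNG channel membrane potential dye signal; 0% = forskolin plus galanin with DMSO and 100% = forskolin alone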
Target sequence (O60755 1-299 limits assumed): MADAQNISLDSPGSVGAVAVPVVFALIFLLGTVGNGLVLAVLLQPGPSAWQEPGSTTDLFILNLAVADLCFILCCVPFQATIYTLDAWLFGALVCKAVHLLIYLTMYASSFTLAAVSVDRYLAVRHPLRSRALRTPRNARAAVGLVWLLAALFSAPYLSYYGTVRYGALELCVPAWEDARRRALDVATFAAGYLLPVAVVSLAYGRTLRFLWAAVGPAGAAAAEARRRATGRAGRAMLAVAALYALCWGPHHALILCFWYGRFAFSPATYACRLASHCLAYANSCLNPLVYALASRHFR
NALP1 inh: inhibitors of NALP1 inflammasome in yeast; AID 2071; 280,000 tested, 0.61% active; inhibition, % at 10 µM; S. cerevisiae NALP1/ASC/caspase-1 growth, X-gal OD620, 72 h; in the data active means inhibition mostly above about 24%, no sharp cut-off; inactive means mostly below about 32%; further: some compounds called inactive have numbers as strong as hits
MEKK2 WT-MEK5: raises or lowers MEK5 binding to wildtype human MEKK2 PB1 domain; Q9Y2U5; bead flow cytometry, Alexa488-MEK5 binding to MEKK2 WT; actives lie on both sides; binding response (% of control), % at 10 µM; 290,000 tested, 1.1% active; AID 1531; in the data active means binding response below about 67% or above about 130%
OXTR ag: human OXTR agonism. 320,000 tested, 0.32% active. P30559. CHO-OTR cells, Fluo-8 calcium fluorescence; normalized: DMSO 0%, oxytocin 100%. activation, % at 3 µM;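 active means activation above the mean of all tested compounds plus 3 SD, cutoff set per screening run, cut at about 20% in these data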;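 further: peak over basal fluorescence ratio from a 100 s FLIPR kinetic read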
MEKK2mut PB1 HTS: signal of MEK5 binding to mutant human MEKK2 PB1 domain; bead flow cytometry, Alexa488-MEK5 binding to MEKK2 mutant; percent response, % at 10 µM; 290,000 tested, 0.35% active; in the data active means percent response above about 24%, passing the limit was not always enough; further: inactives centre near 1; some results filed as inactive read as strong as hits
PfM18AAP inh: blocks P. falciparum M18 aspartyl aminopeptidase; recombinant PfM18AAP, H-Glu-NHMec fluorogenic cleavage; inhibition, % at 7.35 µM; 290,000 tested, 1.2% active; AID 1822;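 active means inhibition above the campaign mean inhibition over all tested compounds plus 3 SD, cut at about 28% in these data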;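 further: 0% = plate median of test compound wells and 100% = 2 mM ZnCl2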
Active calls of the source: *.

`O=C(COc1ccccc1)Nc1ccc(Cl)cn1` gave OXTR potentiate -19, GPR7 antagonist -18, V1aR counter -0.4, GalR3 antag -4, NALP1 inh 13, MEKK2 WT-MEK5 97, OXTR ag -1.4, MEKK2mut PB1 HTS -2 and PfM18AAP inh 0.
For O=C(CCS(=O)(=O)c1ccccc1)NCc1ccccc1 the results were OXTR potentiate 1, GPR7 antagonist 1, V1aR counter 0.7, GalR3 antag 0, NALP1 inh 12, MEKK2 WT-MEK5 107, OXTR ag -0.5, MEKK2mut PB1 HTS 8 and PfM18AAP inh -5.
For COc1ccc(NS(=O)(=O)c2ccc3oc(Nc4ccc5c(c4)OCCO5)nc3c2)cc1 the results were OXTR potentiate -9, GPR7 antagonist 11, V1aR counter 1.1, GalR3 antag -2, NALP1 inh 15, MEKK2 WT-MEK5 98, OXTR ag -0.2, MEKK2mut PB1 HTS -3 and PfM18AAP inh -3.
`O=C(NCC1CCCO1)c1ccc(C(=O)NCC2CCCO2)cc1` (stereo unspecified) gave OXTR potentiate 1, GPR7 antagonist -8, V1aR counter 0.5, GalR3 antag -4, NALP1 inh 31, MEKK2 WT-MEK5 104, OXTR ag -0.5, MEKK2mut PB1 HTS 3 and PfM18AAP inh 2.
`Cc1ccc(CCNC(=O)c2ccc(NC3=NC4CS(=O)(=O)CC4S3)cc2)cc1` (stereo unspecified) gave OXTR potentiate -3, GPR7 antagonist 5, V1aR counter 0.4, GalR3 antag -2, NALP1 inh 5, MEKK2 WT-MEK5 103, OXTR ag 1.4, MEKK2mut PB1 HTS 3 and PfM18AAP inh 0.
Screening CSc1ccccc1C(=O)Nc1ccc(C)cc1C returned OXTR potentiate -4, GPR7 antagonist -6, V1aR counter -1.2, GalR3 antag 3, NALP1 inh 14, MEKK2 WT-MEK5 100, OXTR ag -1.1, MEKK2mut PB1 HTS 0 and PfM18AAP inh -6.
For CCOc1ccc(NC(=S)N(C)C)cc1 the results were OXTR potentiate -8, GPR7 antagonist -12, V1aR counter 0.2, GalR3 antag -4, NALP1 inh 16, MEKK2 WT-MEK5 82, OXTR ag -1.1, MEKK2mut PB1 HTS -13 and PfM18AAP inh -20.
`COc1ccccc1N1CCN(C2CCCN(Cc3cc(F)cc(F)c3)C2)CC1` (stereo unspecified) gave OXTR potentiate -13, GPR7 antagonist -14, V1aR counter -0.2, GalR3 antag -5, NALP1 inh -31, MEKK2 WT-MEK5 109, OXTR ag -0.6, MEKK2mut PB1 HTS 8 and PfM18AAP inh 2.
For Cc1ccc2c(c1)C1CN(C)CCC1N2C(=O)COc1ccc(N(C)C(=O)C(C)(C)C)cc1 (stereo unspecified) the results were OXTR potentiate -2, GPR7 antagonist -2, V1aR counter -1.1, GalR3 antag 7, NALP1 inh -2, MEKK2 WT-MEK5 121, OXTR ag 0.1, MEKK2mut PB1 HTS 7 and PfM18AAP inh 2.
For COc1ccc(CCN(C)C2CCCN(C(=O)CCC(F)(F)F)C2)cc1OC (stereo unspecified) the results were OXTR potentiate 0, GPR7 antagonist -2, V1aR counter 1.3, GalR3 antag 4, NALP1 inh -18, MEKK2 WT-MEK5 110, OXTR ag 0.2, MEKK2mut PB1 HTS 7 and PfM18AAP inh 5.
Screening CC(C)Cc1nnc(NS(C)(=O)=O)s1 returned OXTR potentiate -8, GPR7 antagonist -7, V1aR counter 0.1, GalR3 antag -5, NALP1 inh 1, MEKK2 WT-MEK5 105, OXTR ag 0.0, MEKK2mut PB1 HTS 1 and PfM18AAP inh -1.
CCOC(=O)c1ccccc1NC(=O)[C@@H]1CCCN1C(=O)OC(C)(C)C was read as OXTR potentiate 0, GPR7 antagonist -19, V1aR counter -1.1, GalR3 antag -10, NALP1 inh 5, MEKK2 WT-MEK5 108, OXTR ag -1.7, MEKK2mut PB1 HTS 2 and PfM18AAP inh -5.
`Cc1ccc(C)n1-n1c(C)nc2scc(-c3ccccc3)c2c1=O` gave OXTR potentiate 4, GPR7 antagonist -8, V1aR counter -1.7, GalR3 antag -7, NALP1 inh 10, MEKK2 WT-MEK5 98, OXTR ag -2.5, MEKK2mut PB1 HTS -6 and PfM18AAP inh -6.
For CN1C(=O)/C(=C/C=C2\SCCN2C)N(C)C1=S the results were GPR7 antagonist 3, GalR3 antag -9, NALP1 inh -7 and PfM18AAP inh 9.
`COc1cc(NC(=O)CN2C(=O)COc3ccc(S(=O)(=O)N4CCCCC4)cc32)cc(OC)c1` gave OXTR potentiate 0, GPR7 antagonist -1, V1aR counter 0.7, GalR3 antag -5, NALP1 inh -1, MEKK2 WT-MEK5 96, OXTR ag 1.2, MEKK2mut PB1 HTS 2 and PfM18AAP inh 2.
`CC1(C2CC2)NC(=O)N(CC(=O)Nc2ccc(Cl)c([N+](=O)[O-])c2)C1=O` (stereo unspecified) gave OXTR potentiate -3, V1aR counter 0.4, GalR3 antag 2 and OXTR ag 1.1.
CC(C)N(Cc1ccccc1)C(=O)c1ccc2c(c1)OCO2 was read as OXTR potentiate -8, GPR7 antagonist -3, V1aR counter -0.3, GalR3 antag -2, NALP1 inh 11, MEKK2 WT-MEK5 100, OXTR ag -1.1, MEKK2mut PB1 HTS 0 and PfM18AAP inh 1.
O=S(=O)(Nc1cccc2ccccc12)c1ccccc1F was read as OXTR potentiate -11, GPR7 antagonist -13, V1aR counter 0.6, GalR3 antag -6, NALP1 inh 7, MEKK2 WT-MEK5 97, OXTR ag 0.6, MEKK2mut PB1 HTS 0 and PfM18AAP inh 3.
`CCn1c(SCC(=O)NC2CC2)nnc1-c1ccc(OC)cc1` gave OXTR potentiate 2, GPR7 antagonist -6, V1aR counter 0.7, GalR3 antag -4, NALP1 inh 2, MEKK2 WT-MEK5 109, OXTR ag 0.6, MEKK2mut PB1 HTS 4 and PfM18AAP inh -4.
For Cc1cccc(OCC(=O)Nc2cc(Cl)ccc2-n2cncn2)c1C the results were OXTR potentiate -10, V1aR counter -0.9, GalR3 antag -1 and OXTR ag -1.8.
For CCOC(=O)Cc1c(C)[nH]c(=S)[nH]c1=O the results were OXTR potentiate -2, GPR7 antagonist -10, V1aR counter 0.0, GalR3 antag -1, NALP1 inh 10, MEKK2 WT-MEK5 104, OXTR ag 0.2, MEKK2mut PB1 HTS 6 and PfM18AAP inh 9.
For COC(=O)c1cc(C)sc1NC(=O)C1CC=CCC1C(=O)O (stereo unspecified) the results were OXTR potentiate 1, GPR7 antagonist 1, V1aR counter -0.4, GalR3 antag -7, NALP1 inh -18, MEKK2 WT-MEK5 101, OXTR ag 0.2, MEKK2mut PB1 HTS 0 and PfM18AAP inh 13.
`CC(=O)OCCN(C)c1cc(SC(C)C)c2nonc2c1[N+](=O)[O-]` gave OXTR potentiate -4, GPR7 antagonist -9, V1aR counter 1.5, GalR3 antag 1, NALP1 inh 7, MEKK2 WT-MEK5 95, OXTR ag 1.7, MEKK2mut PB1 HTS -3 and PfM18AAP inh -5.
For COc1cc(OC)cc(C(=O)N[C@H](C(=O)NC2=NCCS2)C(C)C)c1 the results were OXTR potentiate -6, V1aR counter 1.2, GalR3 antag -3 and OXTR ag 2.0.
For O=C(O)CCCC(=O)N1CCc2cc(S(=O)(=O)NCc3ccc(F)cc3)ccc21 the results were OXTR potentiate -10, GPR7 antagonist -3, V1aR counter -1.2, GalR3 antag -9, NALP1 inh 24, MEKK2 WT-MEK5 111, OXTR ag -0.3, MEKK2mut PB1 HTS 0 and PfM18AAP inh -3.
CC(=O)c1c(C)[nH]c(C(=O)COc2ccc3c(C)cc(=O)oc3c2)c1C was read as OXTR potentiate -1, V1aR counter 0.9, GalR3 antag -5 and OXTR ag 1.8.
`COc1cc(OC)c2cc[nH]c2c1` gave OXTR potentiate -4, GPR7 antagonist -1, V1aR counter 0.6, GalR3 antag 18*, NALP1 inh 18, MEKK2 WT-MEK5 105, OXTR ag 0.7, MEKK2mut PB1 HTS 0 and PfM18AAP inh 5.
For COc1cc(/C=N/Nc2nc(Nc3ccc(C)cc3)nc(-n3nc(C)cc3C)n2)cc(OC)c1OC the results were OXTR potentiate -6, GPR7 antagonist 0, V1aR counter -1.1, GalR3 antag -5, NALP1 inh 42*, MEKK2 WT-MEK5 99, OXTR ag -1.4, MEKK2mut PB1 HTS -3 and PfM18AAP inh -5.
Screening N#CCS(=O)(=O)c1ccccc1 returned OXTR potentiate -4, GPR7 antagonist 1, V1aR counter 1.8, GalR3 antag 0, NALP1 inh -3, MEKK2 WT-MEK5 99, OXTR ag 1.1, MEKK2mut PB1 HTS -2 and PfM18AAP inh 3.
COC(=O)c1cccc(-n2c(C)cc(C=O)c2C)c1 was read as OXTR potentiate -4, GPR7 antagonist -8, V1aR counter 0.4, GalR3 antag -4, NALP1 inh 28, MEKK2 WT-MEK5 105, OXTR ag -0.6, MEKK2mut PB1 HTS 0 and PfM18AAP inh -8.

Copied from the listing for reference:
Screening N#CCS(=O)(=O)c1ccccc1 returned OXTR potentiate -4, GPR7 antagonist 1, V1aR counter 1.8, GalR3 antag 0, NALP1 inh -3, MEKK2 WT-MEK5 99, OXTR ag 1.1, MEKK2mut PB1 HTS -2 and PfM18AAP inh 3.
COC(=O)c1cccc(-n2c(C)cc(C=O)c2C)c1 was read as OXTR potentiate -4, GPR7 antagonist -8, V1aR counter 0.4, GalR3 antag -4, NALP1 inh 28, MEKK2 WT-MEK5 105, OXTR ag -0.6, MEKK2mut PB1 HTS 0 and PfM18AAP inh -8.

Next results follow:
Screening O=C(CSc1ncccn1)N1CCC(Cc2ccccc2)CC1 returned OXTR potentiate -11, GPR7 antagonist -3, V1aR counter 0.9, GalR3 antag -6, NALP1 inh 4, MEKK2 WT-MEK5 101, OXTR ag -0.2, MEKK2mut PB1 HTS 1 and PfM18AAP inh -7.
`COc1ccc(N2C(=O)C(CC(=O)Nc3ccc(F)cc3)N(CCc3ccc(OC)c(OC)c3)C2=O)cc1` (stereo unspecified) gave OXTR potentiate -11, GPR7 antagonist -7, V1aR counter 0.4, GalR3 antag -5, NALP1 inh -2, MEKK2 WT-MEK5 96, OXTR ag 1.4, MEKK2mut PB1 HTS -1 and PfM18AAP inh -2.
For Cc1ccn2cc(CCNC(=O)CC(C)(C)C)nc2c1 the results were OXTR potentiate -5, GPR7 antagonist -16, V1aR counter -0.9, GalR3 antag 4, NALP1 inh -3, MEKK2 WT-MEK5 105, OXTR ag -0.9, MEKK2mut PB1 HTS 6 and PfM18AAP inh 3.
`CCCCCCOC(=O)c1ccc(OC(=O)c2cccnc2)cc1` gave OXTR potentiate -8, GPR7 antagonist -4, V1aR counter 0.3, NALP1 inh -6, MEKK2 WT-MEK5 95, OXTR ag -0.3, MEKK2mut PB1 HTS -4 and PfM18AAP inh 3.

Compounds shown so far containing a COOH group:
For COC(=O)c1cc(C)sc1NC(=O)C1CC=CCC1C(=O)O (stereo unspecified) the results were OXTR potentiate 1, GPR7 antagonist 1, V1aR counter -0.4, GalR3 antag -7, NALP1 inh -18, MEKK2 WT-MEK5 101, OXTR ag 0.2, MEKK2mut PB1 HTS 0 and PfM18AAP inh 13.
For O=C(O)CCCC(=O)N1CCc2cc(S(=O)(=O)NCc3ccc(F)cc3)ccc21 the results were OXTR potentiate -10, GPR7 antagonist -3, V1aR counter -1.2, GalR3 antag -9, NALP1 inh 24, MEKK2 WT-MEK5 111, OXTR ag -0.3, MEKK2mut PB1 HTS 0 and PfM18AAP inh -3.

Rows were taken by chance; 4.1% or so of the library scored in one or more.
